Source: PubChem
Rpn11 block – inhibitors of human proteasome Rpn11. AID 588493. actives 0.59% (n = 360,000). O00487. human 26S proteasome, Ub4-pepOG fluorescence polarization; 20S core pre-blocked with epoxomicin. calls only at 20 µM;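 active = inhibition at 20 µM, scaled to each plate's controls, above about 33%, limit read from the data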
MsrA inhibitor – inhibitors of bovine MsrA | purified bovine MsrA, absorbance read-out | inhibition, % at 15.5 µM | AID 651718 | actives 0.75% (n = 360,000); in the data active = inhibition above about 4.5%;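 also: 0% = vehicle wells with enzyme and 100% = reference inhibitor wells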
LMPTP inh – LMPTP (human) inhibition; recombinant LMPTP-A, OMFP fluorogenic substrate, fluorescence intensity; inhibition, % at 20 µM; actives 0.22% (n = 360,000); P24666; AID 651560;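 active = compounds that cut the enzyme signal by at least half of the control window in the single-dose screen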;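 also: plate controls were DMSO wells with enzyme plus substrate for no effect and substrate without enzyme for full effect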
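Assay system: LMPTP-A, protein tyrosine phosphatase of low molecular weight / Medium: pH 6.0 Bis-Tris buffer with DTT and Triton X-100 / Schedule: 50 min enzyme reaction at room temperature, protected from light / Measured by: endpoint fluorescence intensity from OMFP dephosphorylation / Read-out basis: % inhibition relative to no-enzyme and uninhibited control wells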
NadD block – inhibitors of Staphylococcus aureus NadD; inhibition, % at 20 µM; actives 0.78% (n = 360,000); AID 602399; purified NadD enzyme, colorimetric absorbance read-out; in the data active = inhibition above about 26%; also: some compounds past the cut are filed as inactive
TbMetRS inhib – Trypanosoma brucei MetRS inhibition. AID 624268. inhibition, % at 11.9 µM. actives 0.4% (n = 360,000). purified T. brucei MetRS, ATP depletion, Kinase-Glo luminescence;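 active = inhibition above a per-plate cutoff of the control wells' mean inhibition plus 3 SD, cut at about 5.5% in these data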;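 also: 0% = DMSO wells median and 100% = median of wells with control inhibitor compound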
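Measured by: Kinase-Glo luciferase luminescence reporting remaining unconsumed ATP. Material: purified T. brucei MetRS enzyme. Doses: 11.9 µM compound single dose, 0.9% DMSO. Medium: HEPES buffer containing pyrophosphatase, BSA, spermine, DTT. Times: 15 min preincubation, 2 h reaction, all 25 °C. Reagent: methionine, ATP and bulk E. coli tRNA.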
DNMT1 block – inhibitors of human DNMT1; P26358; DNMT1 molecular beacon, Hinp1I cleavage, fluorescence; inhibition (reported as % activation of signal), % at 10 µM; actives 0.83% (n = 360,000); AID 588458; in the data active = inhibition above about 50%
Target sequence (P26358 504-1616 limits assumed): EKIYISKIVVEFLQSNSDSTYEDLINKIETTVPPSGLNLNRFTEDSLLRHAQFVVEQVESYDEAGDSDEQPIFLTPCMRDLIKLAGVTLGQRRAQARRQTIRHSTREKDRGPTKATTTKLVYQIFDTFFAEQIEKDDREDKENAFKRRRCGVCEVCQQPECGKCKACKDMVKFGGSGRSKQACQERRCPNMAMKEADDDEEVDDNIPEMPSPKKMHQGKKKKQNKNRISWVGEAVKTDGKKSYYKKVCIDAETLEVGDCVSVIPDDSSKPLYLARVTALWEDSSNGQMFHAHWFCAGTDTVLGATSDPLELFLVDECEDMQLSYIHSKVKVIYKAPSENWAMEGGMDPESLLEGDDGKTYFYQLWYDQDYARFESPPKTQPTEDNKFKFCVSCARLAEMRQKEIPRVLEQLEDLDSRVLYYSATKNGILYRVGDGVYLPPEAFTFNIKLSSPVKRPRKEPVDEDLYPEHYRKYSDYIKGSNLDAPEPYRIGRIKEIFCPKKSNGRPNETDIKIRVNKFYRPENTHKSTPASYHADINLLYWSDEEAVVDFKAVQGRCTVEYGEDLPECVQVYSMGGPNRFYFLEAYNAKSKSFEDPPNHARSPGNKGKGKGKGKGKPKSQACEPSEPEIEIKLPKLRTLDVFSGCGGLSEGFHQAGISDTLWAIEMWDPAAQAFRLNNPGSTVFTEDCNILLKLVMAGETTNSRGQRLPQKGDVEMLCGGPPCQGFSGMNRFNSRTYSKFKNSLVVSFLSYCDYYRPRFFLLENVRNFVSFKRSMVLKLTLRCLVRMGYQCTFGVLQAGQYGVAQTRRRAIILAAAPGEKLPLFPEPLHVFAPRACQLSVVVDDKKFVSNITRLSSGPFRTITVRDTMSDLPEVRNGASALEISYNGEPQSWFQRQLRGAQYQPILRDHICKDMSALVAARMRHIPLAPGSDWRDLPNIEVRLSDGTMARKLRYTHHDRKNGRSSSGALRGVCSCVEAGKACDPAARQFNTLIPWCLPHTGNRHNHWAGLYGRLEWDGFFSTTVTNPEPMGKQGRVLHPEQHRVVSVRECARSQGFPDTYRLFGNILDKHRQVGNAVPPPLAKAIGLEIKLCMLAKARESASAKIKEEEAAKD
STEP block – blocks human striatal-enriched tyrosine phosphatase; P54829; recombinant STEP, OMFP fluorogenic substrate, fluorescence; inhibition, % at 20 µM; actives 0.25% (n = 360,000); AID 588621;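 active = inhibition at 20 µM, scaled per plate between control wells, above about 37%, limit read from the data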;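 also: 0% = DMSO with enzyme and substrate and 100% = substrate only without enzyme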
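Material: STEP (striatal-enriched tyrosine phosphatase) enzyme, cell-free | Medium: 50 mM Bis-Tris pH 6.0 with 2.5 mM DTT and 0.005% Tween 20 | Read-out: Percent inhibition scaled to no-enzyme and uninhibited-enzyme controls, plate-pattern corrected | Signal: Fluorescence read at 480 nm ex / 540 nm em | Times: 20 min reaction, room temperature, in the dark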
CSN inh – blocks human CSN-mediated cullin deneddylation. Purified CSN, SCF-Nedd8-OG deneddylation, fluorescence polarization. inhibition, % at 12.5 µM. actives 0.38% (n = 360,000);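 active = pattern-corrected inhibition above about 35%, with an unprinted fluorescence ratio check between 0.5 and 1.5, limit read from the data, passing the limit was not always enough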;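 also: 0% = enzyme with substrate and 100% = substrate without enzyme; some results filed as inactive read as strong as hits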
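Schedule: reaction 90 min, room temperature / Assay system: HEK293T-derived human Csn5 enzyme / Input: Csn5 at 0.24 nM final / Measure: inhibition of Csn5 cleavage, % / Control set: substrate-only high control, full reaction low control / Technique: fluorescence polarization of the substrate / Buffer or medium: Tris/NaCl/DTT buffer, pH 7.5 / Reagent: SCFSkp2-Nedd8OG substrate at 10 nM final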
SUMO1 PPI mod – SUMO1-SIM interaction modulation | actives 0.33% (n = 360,000) | SUMO1 binding to a labelled peptide, TR-FRET, 1 h | inhibition, % at 20 µM | P63165 | AID 602429; in the data active = inhibition above about 37%
Scp1 inh – blocks human Scp-1 phosphatase activity; AID 493091; Recombinant Scp1, phosphopeptide, malachite green phosphate absorbance; inhibition, % at 20 µM; actives 0.88% (n = 340,000);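 active = inhibition above about 50% at 20 µM, limit read from the data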;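 also: plate controls were DMSO wells with enzyme for no effect and wells lacking enzyme for full effect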
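Test system: SCP-1 phosphatase catalytic domain, residues 76-261; measured by: colorimetric phosphate reagent with accelerator and stabiliser, absorbance at 630 nm; timing: enzyme reaction 45 min at room temperature, colour 5 min, stabilisation 30 min; also added: Phosphorylated 17-residue peptide substrate; compound dosing: one concentration, 20 µM, with 1.0% DMSO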
* = called active by the depositor; i = inactive; / = no result given.

no.	mol	Rpn11 block	MsrA inhibitor	LMPTP inh	NadD block	TbMetRS inhib
1	CN(C)c1cc(C(=O)N(C)c2ccccc2)ncn1	i	-1.0	-1.5	1.8	0.0
2	O=C(Nc1ccc(F)cc1)C1CCN(S(=O)(=O)c2ccc3[nH]c(=O)oc3c2)CC1	i	-1.4	0.4	2.1	-0.1
3	COc1ccc(-n2nc(C(=O)NCC(=O)Nc3cc(OC)c(OC)c(OC)c3)c3ccccc3c2=O)cc1	i	-1.0	0.6	-1.3	-0.2
4	COc1ccc(CNC(=O)Cn2nc([N+](=O)[O-])c(Br)c2C)cc1OC	i	-0.8	-0.6	-4.3	0.8
5	CCN(C(=S)NC(=O)CCc1ccccc1)c1ccccc1	i	-1.2	-1.4	7.9	0.4
6	O=S(=O)(c1ccc(S(=O)(=O)N2CCC(O)CC2)cc1)N1CCCC1	i	0.2	-1.6	-1.1	-0.9
7	CC(C)(C)c1ccc(-c2noc(CCC(N)=O)n2)cc1	i	0.3	0.7	4.9	-0.5
8	O=C(CSc1nc2ccccc2[nH]1)Nc1ccc2[nH]c(=O)[nH]c2c1	i	0.7	0.3	-2.5	0.2

no.	DNMT1 block	STEP block	CSN inh	SUMO1 PPI mod	Scp1 inh
1	4.5	-0.1	-5.4	-3.2	/
2	-1.7	3.9	0.0	2.4	-6.2
3	-1.6	1.2	0.5	-16.5	-3.1
4	-1.5	-1.5	-1.9	-32.0	-4.5
5	0.3	0.2	-7.1	-3.0	-7.3
6	-0.6	-0.7	-4.5	1.8	-3.6
7	-4.8	2.5	0.1	-0.5	-8.4
8	-1.0	4.4	-0.3	28.2	-10.4

Following part
no.	mol	Rpn11 block	MsrA inhibitor	LMPTP inh	NadD block	TbMetRS inhib
9	Cc1cc(NC(=O)C2CCCC2)nc2c1c(=O)oc1ccccc12	i	-1.0	1.3	-3.2	-0.9
10	COc1ccc(NC(=O)/C(C#N)=C/c2c(C)nn(-c3ccc(F)cc3)c2Cl)cc1OC	i	0.1	-0.2	-11.1	-0.4
11	O=C(Nc1ccccc1)Oc1cccc(Br)c1	i	-0.5	-1.3	-3.8	-1.0
12	CSCCC(NS(=O)(=O)c1cccc(C(F)(F)F)c1)C(=O)Nc1ccccc1N1CCCC1 (stereo not drawn)	i	1.4	2.9	-4.5	-0.2
13	CCn1c(C(=O)NCc2ccccn2)cc2sccc21	i	-1.3	-1.1	-7.1	-0.5
14	COc1ccc(-c2nnn(CC(=O)N(CCO)C(C(=O)NC3CCCC3)c3ccncc3)n2)cc1 (stereo not drawn)	i	0.2	3.5	-0.5	-1.4
15	COc1cccc(CN2CCC2(C)C(=O)Nc2cccc(Oc3ccccc3)c2)c1F (stereo not drawn)	i	1.3	2.7	-6.3	0.0
16	CCOC(=O)CSc1ccc2nnc(-c3cccnc3)n2n1	i	-1.2	1.3	1.5	0.6

no.	DNMT1 block	STEP block	CSN inh	SUMO1 PPI mod	Scp1 inh
9	2.8	-0.4	2.8	8.2	-15.9
10	-17.1	-0.3	-3.0	2.1	11.6
11	-2.8	-0.2	-4.1	-8.3	-0.8
12	-3.9	-0.1	-0.2	1.4	-5.7
13	0.0	11.2	-5.1	-2.7	-6.5
14	1.5	-0.4	-6.0	2.6	-2.5
15	2.6	-0.4	7.3	-1.7	/
16	3.1	2.2	-2.6	5.2	-6.0

One compound at a time, from the list above. Order of values: Rpn11 block	MsrA inhibitor	LMPTP inh	NadD block	TbMetRS inhib	DNMT1 block	STEP block	CSN inh	SUMO1 PPI mod	Scp1 inh
Listed for COc1ccc(CNC(=O)Cn2nc([N+](=O)[O-])c(Br)c2C)cc1OC → i	-0.8	-0.6	-4.3	0.8	-1.5	-1.5	-1.9	-32.0	-4.5
Listed for COc1ccc(-n2nc(C(=O)NCC(=O)Nc3cc(OC)c(OC)c(OC)c3)c3ccccc3c2=O)cc1 → i	-1.0	0.6	-1.3	-0.2	-1.6	1.2	0.5	-16.5	-3.1
Listed for CCOC(=O)CSc1ccc2nnc(-c3cccnc3)n2n1 → i	-1.2	1.3	1.5	0.6	3.1	2.2	-2.6	5.2	-6.0
Listed for CCn1c(C(=O)NCc2ccccn2)cc2sccc21 → i	-1.3	-1.1	-7.1	-0.5	0.0	11.2	-5.1	-2.7	-6.5

(list continues)
no.	mol	Rpn11 block	MsrA inhibitor	LMPTP inh	NadD block	TbMetRS inhib
17	CCn1cc(C2C3=C(CC(C)(C)CC3=O)N(c3ccccc3)C3=C2C(=O)CC(C)(C)C3)c(C)n1	i	0.1	-0.7	5.6	-1.0
18	Cc1cccc(N=N/C(=C\O)C(=O)c2ccc(Br)cc2)c1	i	-0.6	1.2	0.2	0.0
19	Cc1cc(C)cc(N2CC(C)Cn3c2nc2c3c(=O)[nH]c(=O)n2C)c1 (stereo not drawn)	i	1.1	-1.3	1.9	0.3
20	Cc1csc(NC(=O)C(Cc2ccccc2)n2cccc2)n1 (stereo not drawn)	i	-0.5	0.9	4.2	-0.2
21	Cc1cc(C(=O)N2CCCC(N3CCN(c4cccc(Cl)c4)CC3)C2)n(C)n1 (stereo not drawn)	i	0.6	-0.1	1.1	0.0
22	CC(Sc1nnnn1-c1ccc(O)cc1)c1nc2ccccc2c(=O)[nH]1 (stereo not drawn)	i	-0.1	-1.4	-1.3	-1.0
23	O=C(Cn1nnc(-c2ccccc2)n1)N/N=C/c1cc([N+](=O)[O-])ccc1O	i	-0.5	1.1	-1.8	-0.3
24	COc1cccc(C(=O)Nc2cccc(C(=O)N3CCOCC3)c2)c1	i	-0.3	-0.8	-5.4	-1.0

no.	DNMT1 block	STEP block	CSN inh	SUMO1 PPI mod	Scp1 inh
17	-10.2	-0.5	-3.3	-10.2	-4.6
18	2.6	1.4	-2.7	-7.6	-8.0
19	-1.3	0.3	-1.2	27.4	-7.7
20	0.3	2.1	7.7	-3.7	-2.8
21	-2.2	1.4	-3.6	0.9	1.7
22	2.4	-2.8	-0.5	1.0	-2.5
23	-1.0	1.1	-3.5	-6.4	34.5
24	0.9	0.1	2.8	-1.4	-3.4

(continued)
no.	mol	Rpn11 block	MsrA inhibitor	LMPTP inh	NadD block	TbMetRS inhib
25	Cc1ccc(S(=O)(=O)N2CCCC2C(=O)Nc2ccc(O)cc2)cc1 (stereo not drawn)	i	-0.9	-1.9	2.3	-0.1
26	COc1cccc(C(=O)Nc2cc(Cl)c(O)c(Cl)c2)c1	i	0.9	-12.5	-3.8	-0.4
27	COc1ccc(NC(=O)n2nc(OC(=O)c3cccs3)cc2N)cc1	i	0.5	-2.8	-9.6	-0.4
28	O=C(COC(=O)/C=C/c1cccc(F)c1)NCc1ccc2c(c1)OCO2	i	0.3	-0.2	0.6	0.3
29	Cc1ccc(-n2ncc(C(=O)Nc3cc(Cl)cc(Cl)c3)c2C2CCNCC2)cc1C	i	-0.1	-0.5	5.3	-0.3
30	Cc1cccc(NC(=O)CCCC(=O)OC(C)C(=O)c2ccccc2)c1 (stereo not drawn)	i	-1.3	-0.4	-5.6	-0.3
31	Cc1ccc(Cl)cc1NC(=O)Cn1cc(C(F)(F)F)cc(Cl)c1=O	i	-1.3	-0.4	1.6	-0.5
32	COc1ccc(Nc2nc(C)nc3c2nnn3Cc2ccccc2Cl)c(OC)c1	i	-0.6	1.0	10.4	-0.6

no.	DNMT1 block	STEP block	CSN inh	SUMO1 PPI mod	Scp1 inh
25	-0.1	-0.6	-4.8	3.8	-4.1
26	2.5	-3.1	1.2	-3.7	1.9
27	1.9	-3.3	-2.1	0.7	-19.4
28	2.9	-2.3	-4.7	1.7	/
29	5.8	3.8	-0.3	0.4	4.9
30	-2.5	0.6	1.0	1.5	-7.4
31	14.1	0.6	-4.6	-3.0	-5.3
32	-0.4	-0.2	-0.9	-8.6	-5.1

(next part)
no.	mol	Rpn11 block	MsrA inhibitor	LMPTP inh	NadD block	TbMetRS inhib
33	CCN1CCN(C2CCCCC2NS(=O)(=O)c2ccc(Cl)cc2)CC1 (stereo not drawn)	i	/	0.9	-5.4	-0.3
34	Cc1c(OC(C(=O)O)c2ccccc2)ccc2c1oc(=O)c1ccccc12 (stereo not drawn)	i	2.4	-2.7	-1.9	0.9
35	CC(C)Oc1cccc(NC(=O)c2cnccc2C(F)(F)F)c1	i	-0.8	0.3	-2.8	-0.5
36	Cc1ccc(NC(=O)c2ccc(-n3cccn3)c([N+](=O)[O-])c2)cc1	i	-0.1	-0.9	2.5	0.1
37	CC(C)(C)c1ccc(C(=O)NCC(=O)OCC(=O)N2CCN(S(=O)(=O)c3ccc(Cl)cc3)CC2)cc1	i	-0.1	1.2	-6.9	0.4
38	O=C1N=c2ccccc2=C1c1[nH]c(=S)[nH]c1O	i	1.2	-0.2	5.3	-0.7
39	NC(CCC(=O)O)C12CC3CC(CC(C3)C1)C2 (stereo not drawn)	i	2.2	-0.5	1.6	-0.5
40	COc1ccccc1N(CC(O)Cn1ccnc1C)S(=O)(=O)c1ccccc1 (stereo not drawn)	i	1.5	6.6	-6.9	-0.6

no.	DNMT1 block	STEP block	CSN inh	SUMO1 PPI mod	Scp1 inh
33	-2.6	-1.1	-4.7	3.4	7.7
34	0.9	3.5	5.2	10.9	-3.7
35	-2.9	0.6	1.5	3.7	-11.4
36	-6.3	-1.4	-7.1	-23.2	-11.8
37	2.5	-0.2	-0.1	7.0	-5.7
38	5.9	0.7	7.1	-13.0	2.4
39	0.9	-0.3	-4.8	-0.5	2.6
40	0.1	-1.2	0.6	3.0	-2.5

New compounds follow:
no.	mol	Rpn11 block	MsrA inhibitor	LMPTP inh	NadD block	TbMetRS inhib
41	O=C(NCC1CCCO1)NC12CC3CC(CC(C3)C1)C2 (stereo not drawn)	i	-0.6	-1.2	3.8	-0.7
42	Cc1ccc(CCNS(=O)(=O)c2ccc3c(c2)NC(=O)CCS3)cc1	i	-0.9	-0.4	-2.6	0.0
43	CCn1c(SCC(=O)Nc2nccs2)nnc1-c1ccc(S(=O)(=O)N2CCCCC2)cc1	i	0.0	-0.5	0.4	-0.8
44	C=CCN1C(=O)c2ccccc2Sc2ccc(C(=O)N3CCN(C)CC3)cc21	i	0.4	-2.6	-0.2	-0.9

no.	DNMT1 block	STEP block	CSN inh	SUMO1 PPI mod	Scp1 inh
41	-0.4	-1.1	2.3	-2.0	-5.5
42	-1.0	0.8	-0.1	7.0	13.6
43	-2.0	1.2	-0.9	-3.4	-2.2
44	1.7	-0.4	2.9	1.4	0.6
